Screening data deposited in PubChem by Sanford-Burnham Center for Chemical Genomics.
LMPTP inh: blocks human LMPTP phosphatase; P24666; recombinant LMPTP-A, OMFP fluorogenic substrate, fluorescence intensity; inhibition, % at 20 µM; 0.22% of 360,000 active;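 active = compounds that cut the enzyme signal by at least half of the control window in the single-dose screen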;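 also: plate controls were DMSO wells with enzyme plus substrate for no effect and substrate without enzyme for full effect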
Target sequence (P24666 whole entry, looked up): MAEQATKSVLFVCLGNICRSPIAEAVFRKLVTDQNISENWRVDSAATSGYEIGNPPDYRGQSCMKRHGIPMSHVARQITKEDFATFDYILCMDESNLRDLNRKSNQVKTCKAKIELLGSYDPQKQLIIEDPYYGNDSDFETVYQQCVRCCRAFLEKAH
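Assay system: LMPTP-A, protein tyrosine phosphatase of low molecular weight / Medium: pH 6.0 Bis-Tris buffer with DTT and Triton X-100 / Schedule: 50 min enzyme reaction at room temperature, protected from light / Measured by: endpoint fluorescence intensity from OMFP dephosphorylation / Read-out basis: % inhibition relative to no-enzyme and uninhibited control wells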
SUMO1-SIM PPI: modulators of human SUMO1-mediated protein-protein interactions | P63165 | SUMO1 binding to a labelled peptide, TR-FRET, 1 h | inhibition, % at 20 µM | 0.33% of 360,000 active; in the data active = inhibition above about 37%
Target sequence (P63165 whole entry, looked up): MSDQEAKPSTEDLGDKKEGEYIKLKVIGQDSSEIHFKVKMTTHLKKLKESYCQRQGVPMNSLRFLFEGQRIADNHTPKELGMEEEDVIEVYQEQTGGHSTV
CendR NRP1 mod: alters CendR peptide binding to human NRP-1. FAM-RPARPAR peptide binding to NRP-1, fluorescence polarization. inhibition, % at 25 µM. 0.85% of 360,000 active. O14786;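 active = inhibition or corrected inhibition above about 18%, plus a signal ratio from 0.5 to 1.5, limit read from the data, passing the limit was not always enough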; also: strong numbers were not always called active
Rpn11 inh: inhibitors of human proteasome Rpn11; O00487; human 26S proteasome, Ub4-pepOG fluorescence polarization; 20S core pre-blocked with epoxomicin; calls only at 20 µM; 0.59% of 360,000 active;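 active = inhibition at 20 µM, scaled to each plate's controls, above about 33%, limit read from the data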
STEP block: blocks human striatal-enriched tyrosine phosphatase; inhibition, % at 20 µM; P54829; 0.25% of 360,000 active; recombinant STEP, OMFP fluorogenic substrate, fluorescence;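 active = inhibition at 20 µM, scaled per plate between control wells, above about 37%, limit read from the data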;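 also: 0% = DMSO with enzyme and substrate and 100% = substrate only without enzyme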
Target sequence (P54829 whole entry, looked up): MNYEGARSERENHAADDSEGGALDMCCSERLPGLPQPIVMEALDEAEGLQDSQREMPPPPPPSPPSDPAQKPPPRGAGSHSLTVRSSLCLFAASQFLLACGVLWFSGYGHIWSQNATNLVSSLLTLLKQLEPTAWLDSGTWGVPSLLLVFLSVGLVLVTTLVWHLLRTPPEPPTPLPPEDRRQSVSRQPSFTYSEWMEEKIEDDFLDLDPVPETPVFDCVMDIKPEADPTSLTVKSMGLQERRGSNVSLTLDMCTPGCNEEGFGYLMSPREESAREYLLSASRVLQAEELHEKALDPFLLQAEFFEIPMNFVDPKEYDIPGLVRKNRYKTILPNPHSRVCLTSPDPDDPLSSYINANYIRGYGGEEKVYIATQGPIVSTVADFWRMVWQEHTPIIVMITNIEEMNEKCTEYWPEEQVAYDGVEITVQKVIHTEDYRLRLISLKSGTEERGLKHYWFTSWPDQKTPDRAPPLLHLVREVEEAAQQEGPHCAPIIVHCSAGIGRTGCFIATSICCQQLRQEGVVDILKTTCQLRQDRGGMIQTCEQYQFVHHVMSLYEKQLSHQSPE
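Assay system: isolated STEP enzyme / Timing: 20 min at room temperature, dark / Doses: 20 µM, 1% DMSO / Technique: fluorescence intensity, excitation 480 nm, emission 540 nm / Reagent: fluorogenic phosphatase substrate OMFP at 25 µM final / Measure: percent inhibition scaled to no-enzyme and uninhibited-enzyme controls, plate-pattern corrected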
SKN-1 inh: inhibitors of C. elegans SKN-1; C. elegans VP596 Pgst-4::GFP/RFP ratio, acrylamide-induced, 24 h; inhibition, % at 21.8 µM; 0.49% of 360,000 active;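 active = interference check ratio from 0.5 to 1.5 plus GFP to RFP signal ratio inhibition reaching or exceeding a fixed threshold, cut at about 30% in these data, passing the limit was not always enough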; also: some compounds called inactive have numbers as strong as hits
MT1-MMP act inh: MT1-MMP (human) activation inhibition. 0.061% of 360,000 active. P50281. HT1080 RFP-PRO-GFP cells, GFP/RFP ratio fluorescence, overnight; percent of plate control window, DMSO zero. GFP/RFP ratio change, % at 20 µM;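 active = GFP/RFP ratio change of at least 30% with cell ATP level not reduced by more than half and red fluorescence within 50% of control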; also: strong numbers were not always called active
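Material: RFP-PRO-GFP reporter HT1080 cells. Dosing: single-point 20 µM compound, 1% DMSO. Controls: DMSO and RFP-L50D-GFP cell wells. Timing: cells overnight before dosing, compound overnight, 37 °C, 5% CO2. Measure: GFP/RFP fluorescence ratio.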
DNMT1 inh: blocks human DNA methyltransferase DNMT1; DNMT1 molecular beacon, Hinp1I cleavage, fluorescence; 0.83% of 360,000 active; inhibition (reported as % activation of signal), % at 10 µM; P26358; in the data active = inhibition above about 50%
NadD block: blocks S. aureus nicotinate mononucleotide adenylyltransferase; inhibition, % at 20 µM; 0.78% of 360,000 active; AID 602399; purified NadD enzyme, colorimetric absorbance read-out; in the data active = inhibition above about 26%; also: some compounds past the cut are filed as inactive
Scp-1 inhibitor: Scp-1 (human) phosphatase inhibition; inhibition, % at 20 µM; Recombinant Scp1, phosphopeptide, malachite green phosphate absorbance; Q9GZU7; 0.88% of 340,000 active; AID 493091;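 active = inhibition above about 50% at 20 µM, limit read from the data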;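 also: plate controls were DMSO wells with enzyme for no effect and wells lacking enzyme for full effect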
Target sequence (Q9GZU7 76-261 limits assumed): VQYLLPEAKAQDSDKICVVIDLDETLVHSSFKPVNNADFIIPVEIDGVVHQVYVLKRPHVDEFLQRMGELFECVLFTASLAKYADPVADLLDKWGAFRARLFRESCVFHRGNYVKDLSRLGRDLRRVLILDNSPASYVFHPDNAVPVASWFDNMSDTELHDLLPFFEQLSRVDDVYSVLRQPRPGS
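System: truncated SCP-1 phosphatase (76-261aa); medium: Tris acetate buffer pH 5.5 with MgCl2 and Tween-20; incubation: 45 min room-temperature reaction, 5 min colour, 30 min stabiliser; compound: single 20 µM dose, 1% DMSO; reagent: Phosphorylated 17-residue peptide substrate; read-out: % inhibition at 20 µM; technique: colorimetric free-phosphate detection, absorbance 630 nm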
Active calls of the source: *; i = inactive; nt = no result given; & = joins results of further samples.

#	SMILES	LMPTP inh	SUMO1-SIM PPI	CendR NRP1 mod	Rpn11 inh	STEP block	SKN-1 inh	MT1-MMP act inh	DNMT1 inh	NadD block	Scp-1 inhibitor
1	COc1ccc(-c2ccc(C(=O)Nc3cccc(F)c3)c3occc23)c(C)c1	3.3	0	0	i	0	4	-1	-13	-16	nt
2	CCN1CCc2c(sc(NC(=S)NC(=O)c3ccc(Cl)cc3)c2C(N)=O)C1	5.3	-21	131	nt	0	-10	-119	-1	9	0
3	CN(C)S(=O)(=O)N1CCc2ccc(NC(=O)c3ccccc3Cl)cc2C1	-1.0	3	-5	i	1	3	2	-2	-5	-3
4	O=C(CSc1nc2ccccc2o1)Nc1ccccc1N1CCCCCC1	2.3	1	9	i	-2	-12	-3	-4	10	-2
5	Cc1ccc(C(=O)Nc2ccccc2C(=O)NCc2ccccc2)cc1	1.9	6	10	i	1	15	-7	0	-3	-2
6	O=C(CSc1nc2c(cnn2-c2ccc(F)cc2)c(=O)[nH]1)N1CCCCC1	-4.1	7	-14	i	0	-8	-4	1	-1	-13
7	COc1ccc(C(=O)NCC(=O)N/N=C(\C)Cc2ccccc2)cc1	0.5	0	17	i	-2	-4	-7	0	2	-7
8	C=CC[C@H](CC(=O)N[C@H](CO)Cc1ccccc1)C(=O)N[C@@H](COC(=O)[C@@H](CC=C)Cc1ccc(F)cc1)Cc1c[nH]c2ccccc12	2.4	3	-10	i	-2	16	4	43	-8	-6
9	CCOC(=O)CCNC(=O)CCNC(=O)C(c1ccccc1)c1ccccc1	0.1	1	-8	i	-2	2	5	3	1	-13
10	COc1ccc(CC(=O)NC(C)c2nnc(SCC(=O)Nc3ccccc3)n2C)cc1 (stereo not drawn)	-1.7	2	-4	i	-1	-4	-3	5	-6	-5
11	COc1ccc(C2=NOC3(CC(=O)N(c4ccc(Cl)cc4)C3=O)C2)c(OC)c1 (stereo not drawn)	0.2	2	-6	i	3	-7	-1	-6	-7	-11
12	CCCNc1nc(N2CCOCC2)nc(N2CCOCC2)n1	-1.1	-2	-3	i	0	5	-2	0	0	-2
13	O=S(=O)(c1cc(F)ccc1F)N1CCN2CCCC2C1 (stereo not drawn)	-0.9	0	1	i	-1	3	-1	-1	-3	-4
14	COc1cccc(-n2c(SCC(=O)NCC3CCCO3)nc3c(c2=O)SCC3)c1 (stereo not drawn)	0.2	-7	3	i	0	9	-3	50	0	-5
15	O=C(NCc1cccnc1)c1cccs1	-1.0	1	-13	i	-1	1	0	1	-4	-5
16	COCCNc1nc(NC(C)C)nc2ccsc12	21	-2	12	i	-1	8	2	4	-1	nt
17	CCc1ccc2oc(-c3ccc(NC(C)=O)cc3)nc2c1	1.5	3	-21	i	-2	16	-7	-7	-6	-8
18	CC(=O)c1cccc(S(=O)(=O)N2CCCC(c3nc4c(nnn4Cc4ccc(C)cc4)c(=O)[nH]3)C2)c1 (stereo not drawn)	0.3	0	4	i	-1	6	0	-1	6	6
19	CN(C)c1ccc(N=Nc2ccc3ncccc3c2)cc1	4.5	-37	0	i	6	59*	23	0	-1	-5
20	CN(C(=O)COC(=O)CCc1nc2ccccc2c(=O)[nH]1)C1CCS(=O)(=O)C1 (stereo not drawn)	0.1	-2	0	i	0	-7	-2	2	-1	-10
21	COc1ccc(CN2CNc3c(c(=O)n(C)c(=O)n3C)C2)cc1	-1.2	-2	-5	i	0	6	-2	2	-2	-4
22	CSCC[C@H](NC(=O)N1CCn2c1nc1ccccc12)C(=O)N[C@H](Cc1ccccc1)C(=O)O	-1.5	8	2	i	-1	28	2	-1	5	7
23	Cc1cccc(N2CCN(C(=O)c3ccc(Cl)c(NC4=NC5CS(=O)(=O)CC5S4)c3)CC2C)c1 (stereo not drawn)	-1.8	-1	0	i	1	-8	3	-1	2	-11
24	CC(C)Oc1ccc(C(=O)Nc2ccc(N3CCN(C(=O)c4ccco4)CC3)cc2)cc1	-1.3	8	-7	i	1	-2	10	-4	-1	-10
25	CCOc1ccc(C(=O)OCC(=O)N(Cc2ccccc2)Cc2ccccc2)cc1OC	6.0	-5	-2	i	4	5	5	2	-6	-6

Other results:
#	SMILES	LMPTP inh	SUMO1-SIM PPI	CendR NRP1 mod	Rpn11 inh	STEP block	SKN-1 inh	MT1-MMP act inh	DNMT1 inh	NadD block	Scp-1 inhibitor
26	COc1cc2oc(=O)cc(C)c2c(OC)c1OC	-1.0	-2	5	i	-1	-2	3	0	-1	2
27	COc1ccc(-c2sc3cc4c(cc3c2-c2ccc(OCCN3CCCCC3)cc2)OCO4)cc1	7.6	-45	-2	i	5	24	-3	-4	8	12
28	COC(=O)c1ccc(CSc2nnc3nc(C)cc(C)n23)cc1	-2.6	0	-9	i	-3	9	3	-1	-12	-4
29	O=C(NCc1ccco1)Nc1cccs1	-0.7	2	-15	i	2	6	-1	-11	2	-13
30	COc1ccc(CC(=O)O/N=C(\N)c2ccccc2)cc1OC	0.7	1	1	i	-1	26	2	-1	-2	-5
31	COc1ccc(Nc2ccc(N3C(=O)CC(C)C3=O)cc2[N+](=O)[O-])cc1OC (stereo not drawn)	-0.9	-49	-2	i	2	-1	6	-3	-7	-8
32	COC(=O)CNC(=O)C1CC(=O)N(CCc2ccc(F)cc2)C1 (stereo not drawn)	-2.9	2	7	i	-1	-12	0	1	-5	1
33	Cc1ccccc1/C=C/C(=O)NCC(=O)N1CCC(N(C)C2CCCCC2C)CC1 (stereo not drawn)	0.3	-2	3	i	0	4	4	5	-3	9
34	CCOCCCNC(=O)CSc1ccccc1	-0.2	0	9	i	1	-22	2	2	-3	-6
35	C#CC(C)(CC)NC(=O)c1cc2nc(C3CC3)cc(C(F)(F)F)n2n1 (stereo not drawn)	0.0	-5	-6	i	1	8	8	-3	-9	4
36	COc1cc(NC(=O)c2cncc(-c3ccc(C#N)cc3)c2)cc(C(=O)Nc2cccc(C(F)(F)F)c2)c1	-2.7&-0.8	9&2	-18&-5	i	2&3	3&8	4&3	41&23	28&13	6
37	CCOC1=C2CN(S(=O)(=O)c3ccc(C)cc3)[C@@H](c3ccc(CC)cc3)C[C@H]2[C@H]2C(=O)N(c3ccccc3)C(=O)[C@H]2C1	1.8	2	-16	i	2	10	2	-19	12	nt
38	COc1ccc(-c2[nH]ncc2CN(CC2CCC(=O)N2)C(C)C)cc1F (stereo not drawn)	-1.0	4	5	i	-2	4	0	0	-4	-5
39	Cc1ccc(-c2nn(-c3ccccc3)cc2/C=C(\C#N)c2cccc(C#N)c2)o1	1.4	-4	-6	i	0	10	0	-1	0	-11
40	Cc1cccc(C)c1NC(=O)C(c1ccc(-c2ccccc2)cc1)n1c(=O)c(-c2cc3ccccc3[nH]2)nc2ccccc21 (stereo not drawn)	3.2	1	-15	nt	nt	5	-8	nt	nt	nt
41	COC(=O)c1cc(-c2ccc(S(=O)(=O)N3CCCC3)cc2)c(C(F)(F)F)s1	3.7	4	2	i	2	-4	2	3	1	-18
42	Cc1ccc(C)c(N(CC(=O)NCc2ccco2)C(=O)CNS(=O)(=O)c2ccccc2)c1	0.8	6	4	i	-1	6	-1	1	-1	-2
43	Cc1cccc(C(=O)Nc2ccc(N3CCN(C(=O)c4ccco4)CC3)cc2)c1	0.5	4	0	i	-2	-5	2	-3	3	-10
44	O=C(NCCCN1CCOCC1)c1ccc2nc(Cc3ccccc3F)oc2c1	-0.4	5	6	i	-2	-16	1	-1	-5	-13
45	CCCCN(C(=O)c1cccc(N2C(=O)c3ccccc3C2=O)c1)c1c(N)n(CC(C)C)c(=O)[nH]c1=O	-0.9	-16	4	i	2	11	-2	0	1	-3
46	C=CCn1c(SCC(=O)NCCCC)nc2scc(-c3ccco3)c2c1=O	16	10	-65	i	3	13	-23	100*	38*	73*
47	c1ccc(CN2CCC(Nc3ncnc4sccc34)CC2)cc1	-0.7	0	5	i	-3	-17	1	3	2	6
48	CC(=O)c1c(C)[nH]c(C(=O)OCn2nnc3ccccc3c2=O)c1C	-0.8	-3	-2	i	3	6	-8	1	-4	-4
49	Cc1ccc(C(=O)NC(=O)CSc2nncn2C)cc1	-1.1	-3	2	i	-4	-6	3	-3	10	-9
50	S=C(Nc1ccc(Br)cc1)N1CCN(c2ccccn2)CC1	0.3	2	8	i	5	17	-3	6	-8	-5

Next results
#	SMILES	LMPTP inh	SUMO1-SIM PPI	CendR NRP1 mod	Rpn11 inh	STEP block	SKN-1 inh	MT1-MMP act inh	DNMT1 inh	NadD block	Scp-1 inhibitor
51	CC(=O)C1=C(O)C(=O)N(c2ccc(F)cc2)C1c1ccc(C)cc1 (stereo not drawn)	-4.9	-5	10	i	4	14	7	2	-1	-6
52	CCCCc1c(O)nc(SCC(=O)NCC2CCCO2)[nH]c1=O (stereo not drawn)	-0.7	1	-4	i	-2	19	0	1	-5	-7
53	O=S(=O)(NCc1nc2ccccc2[nH]1)c1ccccc1	0.2	4	0	i	2	3	0	-2	-4	4
54	Nc1nnc(CC(=O)N/N=C/c2cc([N+](=O)[O-])cc(Br)c2O)s1	0.6	25	-64	i	1	-13	6	-2	13	-5
55	Cc1ccc(/C(O)=C2\C(=O)C(=O)N(C)C2c2ccc(F)cc2)cc1 (stereo not drawn)	0.2	1	0	i	4	11	2	0	10	-6
56	CC(=O)c1c(C)[nH]c(C(=O)COC(=O)CNS(=O)(=O)c2ccccc2)c1C	-1.1	-3	-1	i	-2	15	-3	4	-1	-5
57	COc1cccc(NC(=O)N2CCN(c3ccc(C(F)(F)F)cn3)CC2)c1	0.4	3	-6	i	-1	10	1	-2	2	3
58	COc1cccc(NC(=O)CN(C)C(=O)c2c(C)noc2C)c1	0.5	0	7	i	0	-4	1	-1	3	3
59	CC1CCN(C(=O)C2CCN(c3nnc(-n4cccc4)s3)CC2)CC1	0.7	4	7	i	5	-2	2	1	3	-3
60	COC(=O)c1ccc(C(=O)OC)c(NC(=O)CCS(=O)(=O)Cc2ccccc2)c1	-0.6	7	1	i	5	13	-3	-2	-4	-15
61	O=C(NC(=S)Nc1ccc2[nH]c(=O)[nH]c2c1)c1cncc(Br)c1	0.7	6	5	i	1	-5	-8	-1	7	-3

Complete entries, looked up by structure.
Entry for `COc1cccc(NC(=O)CN(C)C(=O)c2c(C)noc2C)c1` : LMPTP inh: 0.5; SUMO1-SIM PPI: 0; CendR NRP1 mod: 7; Rpn11 inh: i; STEP block: 0; SKN-1 inh: -4; MT1-MMP act inh: 1; DNMT1 inh: -1; NadD block: 3; Scp-1 inhibitor: 3
Entry for `Nc1nnc(CC(=O)N/N=C/c2cc([N+](=O)[O-])cc(Br)c2O)s1` : LMPTP inh: 0.6; SUMO1-SIM PPI: 25; CendR NRP1 mod: -64; Rpn11 inh: i; STEP block: 1; SKN-1 inh: -13; MT1-MMP act inh: 6; DNMT1 inh: -2; NadD block: 13; Scp-1 inhibitor: -5
